All columns: NCI-60 one-dose screen, growth in % after 48 h at 10 µM unless noted; 100 = growth as untreated, 0 = no growth, -100 = all killed.
MALME-3M – MALME-3M melanoma | AID 1794766 | 78,000 compounds, 5.8% hits
UACC-62 – UACC-62 melanoma | 81,000 compounds, 5.4% hits
LOX IMVI – LOX IMVI melanoma. 79,000 compounds, 7.4% hits. AID 1794757
BT-549 – BT-549 breast cancer | AID 1794793 | 78,000 compounds, 4.4% hits
MCF7 – MCF7 breast cancer; 82,000 compounds, 6.3% hits
UACC-257 – UACC-257 melanoma; 78,000 compounds, 4.4% hits; AID 1794764
T-47D – T-47D breast cancer | 79,000 compounds, 5% hits
HS 578T – HS 578T breast cancer; 78,000 compounds, 4.1% hits; AID 1794788
* hit, by the source's call; . = no result given; & = joins results of further samples; [ ] = dose if it differs, or a comment. How the source made its calls: active means growth percent below 10; inactive means the rest.

SMILES	MALME-3M	UACC-62	LOX IMVI	BT-549	MCF7	UACC-257	T-47D	HS 578T
Cc1c/c(=N\NC(=O)Nc2ccc(F)c(Cl)c2)oc2cc(O)ccc12	100	81	101	95	103	89	86	104
CCCCCCCCCCCCCCCCNCCO[C@@H]1C[C@H](n2cc(C)c(=O)[nH]c2=O)O[C@@H]1C(=O)NCCCC[C@@H](NC(=O)[C@@H](C)NC(=O)[C@@H](CCCCN)NC(=O)[C@@H](C)NC(=O)[C@@H](CC(C)C)NC(=O)[C@@H](CCCCN)NC(=O)[C@@H](C)NC(=O)[C@@H](CC(C)C)NC(=O)[C@@H](CCCCN)NC(=O)[C@@H](CCCCN)NC(=O)[C@@H](C)NC(=O)[C@@H](CC(C)C)NC(=O)[C@@H](CCCCN)NC(=O)[C@@H](C)NC(=O)[C@@H](CC(C)C)NC(=O)[C@@H](CCCCN)NC(=O)CCCCCN)C(N)=O	104[2.13 µM]	104[2.13 µM]	95[2.13 µM]	113[2.13 µM]	99[2.13 µM]	76[2.13 µM]	92[2.13 µM]	101[2.13 µM]
COC(=O)C1=NN(c2ccccc2)C2C3N(c4ccccc4)N=C(C(=O)OC)N3c3[nH]c(-c4ccccc4)cc3N12 (stereo unspecified)	149	98	100	190	77	104	97	33
CCOC(=O)CCS(=O)(=O)Cc1ccccc1	103	103	99	.	101	110	115	106
COc1cc(-c2nc3sccn3c2-c2ccnc(NCCCNS(=O)(=O)c3ccc(F)cc3)n2)ccc1F	75	30	48	43	76	78	16	93
O=C(Nc1nc2ccc(Cl)cc2s1)c1ccc(Cl)cc1Cl	109	96	98	112	98	95	96	114
CCCCCCCCCCCCOC1CCN(Cc2ccc(Cl)cc2)c2ccc(OC)cc21 (stereo unspecified)	96	97	101	104	101	110	99	101
CCN(CC)C(C)C(=O)Nc1cccc(Cl)c1C (stereo unspecified)	119	100	105	114	95	86	89	103
COc1ccc(-c2cc3c(cc2O)CC[C@@H]2[C@@H]3CC[C@]3(C)[C@@H](O)CC[C@@H]23)cc1	80	72	92	99	105	91	73	92
O=C(Nc1ccc(NC(=O)c2ccncc2)cc1)c1ccncc1	.	99	89	101	100	103	100	98
CNC(=O)N1N=C(c2ccc(N)cc2)c2cc3c(cc2C(C)C1=O)OCO3 (stereo unspecified)	105	111	102	105	99	102	93	112
N#C/C(=C\n1ccc(=O)[nH]c1=S)C(N)=O	96	95	98	112	99	93	103	97
Cc1c2ccccc2nc2cc3c(cc12)[C@H]1CC[C@]2(C)C(=O)CC[C@H]2[C@@H]1CC3	108	88	98	96	115	98	103	86
CS(=O)(=O)Nc1cncc(-c2ccc3ncnc(Nc4cncc(Cl)c4)c3c2)c1	65	70	80	73	56	68	2.5*	57
O=C(CSc1nccn2nc(-c3ccccc3)cc12)Nc1cc(C(F)(F)F)ccc1Cl	96	97	97	99	81	94	95	108
N#Cc1nc(CC(=O)c2ccncc2)c(CC(=O)c2ccncc2)nc1C#N	89	89	81	109	93	99	.	88
COc1cc2c(cc1OC)C(/C=C/c1ccco1)=NCC2	111	86	96	107	86	88	73	90
C=CC[C@@]12Cc3ccccc3N[C@@H]1N(C)c1ccccc12	.	91	102	114	103	100	113	107
CN1C(=O)N(C)C2Nn3c(s/c(=C\c4ccccc4)c3=O)=NC21 (stereo unspecified)	101	91	93	97	87	94	98	96
CCOC(=O)c1ccc2nc(-c3c(C)nn(-c4ccccc4)c3N3CCCC3)[nH]c2c1	96	86	99	97	93	101	73	.
CC(=O)NS(=O)(=O)c1ccc(OCCCOc2ccc(S(=O)(=O)NC(C)=O)cc2)cc1	101	102	102	106	101	99	106	92
CCCCOC(=O)C1=C(C(=O)OCCCC)CCCC1	104	97	102	114	103	104	113	109
O=C(CNc1ncnc2sc3c(c12)CCCC3)NN1C(=O)C=CC1=O	98	95	99	116	94	101	92	94
O=C(C=C(c1ccccc1)c1ccccc1)Oc1ccccc1	.	90	90	95	120	102	99	101
COc1ccc(C(Cl)=C(c2ccc(OC)cc2)c2ccc(OC)cc2)cc1	88	75	97	120	81	89	60	90
Cc1cccc(C)c1NC(=O)c1ccccc1C(=O)O	104&93	100&112	97&100	91&93	97	102&109	99&96	109&109
Nc1ccccc1-c1ccccc1N	124	97	96	113	101	69	105	110
COc1ccccc1NC(=S)N1CCC(CCCC2CCN(C(=S)Nc3ccccc3OC)CC2)CC1	91	80	103	87	80	.	65	109
O=C(CSc1nnc(Cn2c(C(F)(F)F)nc3ccccc32)o1)N1CCOCC1	97	99	100	109	98	100	103	106
Cc1c(-c2cn(C3CC3)c3cc(N4CCNCC4)c(F)cc3c2=O)ssc1=S	111	101	94	125	93	98	101	108

Some of the entries above, set out differently.
compound,MALME-3M,UACC-62,LOX IMVI,BT-549,MCF7,UACC-257,T-47D,HS 578T
CCOC(=O)c1ccc2nc(-c3c(C)nn(-c4ccccc4)c3N3CCCC3)[nH]c2c1,96,86,99,97,93,101,73,.
CC(=O)NS(=O)(=O)c1ccc(OCCCOc2ccc(S(=O)(=O)NC(C)=O)cc2)cc1,101,102,102,106,101,99,106,92
CCCCOC(=O)C1=C(C(=O)OCCCC)CCCC1,104,97,102,114,103,104,113,109
O=C(CNc1ncnc2sc3c(c12)CCCC3)NN1C(=O)C=CC1=O,98,95,99,116,94,101,92,94
O=C(C=C(c1ccccc1)c1ccccc1)Oc1ccccc1,.,90,90,95,120,102,99,101

Next part.
SMILES	MALME-3M	UACC-62	LOX IMVI	BT-549	MCF7	UACC-257	T-47D	HS 578T
COc1ccc(NC(=S)Nc2ccccn2)cc1	81	103	90	105	95	104	101	101
C/C(=C\CCc1ccoc1)CC/C=C(\C)CCCBr	86	94	.	108	89	90	98	101
O=C(Nc1ccc(-c2cc(C(=O)Nc3ccccn3)c3ncccc3n2)cc1)Nc1cc(C(F)(F)F)cc(C(F)(F)F)c1	52	57	87	65	59	87	78	35
Cc1nn(-c2ccccc2)c2nc(C)n(C(=O)N/N=C/c3cccc([N+](=O)[O-])c3)c(=O)c12	-10*	73	83	155	77	78	91	91
COc1cc(/C=C\c2cc(/C=C\c3ccc(O)c(OC)c3)n(C(=O)CNc3ccc(F)c(Cl)c3)n2)ccc1O	87	84	76	80	72	71	76	78
COc1ccc(-c2cc(-c3cc(OC)ccc3OC)nc(SCC(=O)c3ccc(Cl)cc3)c2C#N)cc1	82	83	89	109	93	88	71	86
O=C(CSc1nnc(-c2ccc(Cl)cc2)o1)c1ccc(Cl)cc1	101	.	99	95	97	95	101	108
Nc1nn(C(=O)c2ccccc2O)cc1-c1ccc(Cl)cc1	77	73	85	82	76	105	73	80
O=C1c2cccc3cccc(c23)C(=O)N1CC1CO1 (stereo unspecified)	109	87	19	103	73	97	89	100
CCOC(=O)/C(C#N)=C1\CCC=C(C)C1	117	103	96	103	99	105	.	103
O=S(=O)(O)c1ccc(-c2ccc(S(=O)(=O)O)cc2)cc1	96	111	99	115	99	104	104	107
COc1ccc(CCC2(C)OCC(CCCCO)O2)cc1 (stereo unspecified)	117	95	103	105	98	106	96	105
CC(=O)N1N=C(c2cc3ccccc3oc2=O)CC1c1cn(-c2ccccc2)nc1-c1ccccc1 (stereo unspecified)	109	94	115	112	95	106	104	101
Cc1cc(C)c2c(n1)sc1c(NCc3ccccc3)ncnc12	90	96	99	102	107	104	102	97
NS(=O)(=O)c1ccc(-n2cc(-c3cccc(NC(=O)c4cc(F)cc(F)c4)c3)nn2)cc1	110	102	100	.	97	111	87	118
O=S(=O)(c1ccccc1)c1ccc(Cl)cc1	89	.	103	.	101	91	.	90
Cn1c(C#N)ccc1-c1cccc(NC(=O)c2ccc(F)cc2)c1	106	77	101	85	86	102	54	94
COc1cc2nc(SCC(=O)NNC(=S)NC(=O)c3ccccc3)n(-c3ccc(Cl)cc3)c(=O)c2cc1OC	91	61	45	86	66	102	88	84
COc1ccc(/C=N/NC(=O)c2c(N)nn(C)c2Nc2ccccc2)cc1OC	103	90	96	98	87	101	96	96
O=C1C2=C(CCN(Cc3ccccc3)C2)N2CCN=C2N1Cc1ccc(F)cc1F	41	44	39	35	30	14	33	46
CC(=O)NC(C)C(=O)O (stereo unspecified)	119	103	111	121	99	115	103	109
CC(=O)[C@@]1(O)[C@H](C)C[C@H]2[C@@H]3C=C(C)C4=Cc5c(cnn5-c5ccccc5)C[C@]4(C)[C@H]3[C@@H](O)C[C@@]21C	42	1.8*	4.7*	.	15	55	44	5.3*
CS(=O)c1nc2ncc([N+](=O)[O-])c(=O)n2[nH]1 (stereo unspecified)	99	96	101	105	102	100	98	103
C#CCOc1cccc(Nc2c(Cl)c(CCl)nc3ccc(Oc4ccccc4)cc23)c1	68	40	-34*	16	13	90	82	75
COc1ccc(O)c(/C=C(/C)c2ccc3cc(OC)ccc3[o+]2)c1	94	91	76	98	92	110	110	114
CCNc1ccc2nc3c4ccccc4c(=Nc4ccncc4)cc-3oc2c1	79	91	74	75	59	81	72	67
Cc1ccccc1OCC(O)CN1CCN(c2ccccc2)CC1 (stereo unspecified)	98	97	.	113	100	112	89	103
CCOC(=O)CC1CSC(N/N=C/c2ccc(F)c(Br)c2)=N1 (stereo unspecified)	101	103	101	110	96	103	94	112
CC(=O)Nc1cc(OCc2ccccc2)c2nc(NC(=O)c3[nH]c(C)c(Cl)c3Cl)sc2c1	90	93	74	119	68	104	70	106
CCCc1nc2c(C)cc(-c3nc4ccccc4n3C)cc2n1Cc1ccc(-c2ccccc2C(=O)O)cc1	95	97	84	96	83	100	86	109
COc1cc(C(=O)N2CCN(C(=O)c3ccco3)CC2)c(N)cc1OCc1ccccc1	107	94	92	105	93	.	97	92
CSCCC(NC(=O)CCc1nc2c(=O)[nH]c(=S)[nH]c2[nH]c1=O)C(=O)O (stereo unspecified)	97	91	98	102	91	98	100	101
CCN(CC)CCNC(=O)c1cc(Cl)c(N)c(C(C#N)=C(C#N)C#N)c1OC	109	104	97	112	93	96	95	106
O=C1OC2(OC(=O)C3C=CC=CC3N2c2ccc(C(F)(F)F)cc2)c2ccccc21 (stereo unspecified)	88	.	94	76	89	98	104	98
CC1SC(c2ccc(C(F)(F)F)cc2)N(Nc2ccccc2)C1=O (stereo unspecified)	107	92	103	92	94	99	98	88
CCCCOC(=O)c1c(C)[nH]c(/C=C2\N=C(c3ccc[nH]3)C=C2OC)c1C	-57*	-28*	-66*	15	-44*	-12*	-46*	-23*
C=Cc1nnnn1C12CC3CC(CC(C3)C1)C2	113	104	98	105	90	98	106	103
O=[N+]([O-])c1cc(Cl)c2[nH]c3c(Cl)cc([N+](=O)[O-])cc3c2c1	-16*	9.9*	6.6*	-0.7*	.	-52*	4.9*	.
O=C(O)c1ccc(-n2cc(/C=N/Nc3ccccc3F)c(-c3ccc(O)cc3)n2)cc1	93	47	37	80	74	103	63	92
COC(=O)C(C#N)=C(C)C	103	109	95	98	105	105	.	102
Cc1c2ccccc2nc(CSC#N)[n+]1[O-]	96	92	102	97	92	93	94	112
C=C(C=O)[C@@H]1CC[C@]2(C)[C@H](CC=C3[C@H]4[C@@H](C)[C@H](C)CC[C@]4(C(=O)OC)CC[C@]32C)[C@@]1(C)CCC#N	-64*	-32*	-86*	12	-20*	-20*	22	-14*
O=C(O)CSc1ccc([N+](=O)[O-])c(SCC(=O)O)n1	94	97	93	110	87	95	.	101
COc1ccc2[nH]c(=O)c3c(c2c1)OC(N)=C(C#N)C31C(=O)c2cccc3cccc1c23 (stereo unspecified)	105	93	98	105	94	107	94	96
COc1ccc(-c2c(NC(C)=O)noc2-c2cc(OC)c3c(c2)OCCO3)cc1	118	107	94	91	93	105	87	105

Compound profiles, as listed above.
CSCCC(NC(=O)CCc1nc2c(=O)[nH]c(=S)[nH]c2[nH]c1=O)C(=O)O (stereo unspecified) is entered as MALME-3M = 97; UACC-62 = 91; LOX IMVI = 98; BT-549 = 102; MCF7 = 91; UACC-257 = 98; T-47D = 100; HS 578T = 101
C=Cc1nnnn1C12CC3CC(CC(C3)C1)C2 is entered as MALME-3M = 113; UACC-62 = 104; LOX IMVI = 98; BT-549 = 105; MCF7 = 90; UACC-257 = 98; T-47D = 106; HS 578T = 103
CC1SC(c2ccc(C(F)(F)F)cc2)N(Nc2ccccc2)C1=O (stereo unspecified) is entered as MALME-3M = 107; UACC-62 = 92; LOX IMVI = 103; BT-549 = 92; MCF7 = 94; UACC-257 = 99; T-47D = 98; HS 578T = 88

(more compounds)
SMILES	MALME-3M	UACC-62	LOX IMVI	BT-549	MCF7	UACC-257	T-47D	HS 578T
C#CCSc1nc2sc3c(c2c(=O)n1N)CCN(C(=O)OCC)C3	105	95	97	88	83	100	98	102
CC(C)(C)c1nn(-c2ccccc2)c2c1COCN2Cc1ccc(F)cc1	82	75	87	115	80	106	60	89
COc1ccc(-n2nc(C)c3c(Nc4ccc(NC(=O)Nc5c(Cl)cccc5Cl)cc4)ncnc32)cc1	31	47	39	58	58	53	40	72
CC(=O)N1C(=O)C2C3C=CC(C3)C2C(=O)N1C(C)=O (stereo unspecified)	122	88	93	.	96	92	108	100
COC(=O)C(C(C[N+](=O)[O-])c1ccccc1)=P(c1ccccc1)(c1ccccc1)c1ccccc1 (stereo unspecified)	96	90	58	93	30	92	84	110
Oc1cccc(Nc2ccccc2)c1	104	111	95	87	110	106	90	.
O=C(NO)c1ccccc1O	100&99	91&102	102&86	122&111	95&97	100&82	96&113	100&99
OCCn1cc(-c2nc(-c3c[nH]c4ncccc34)cs2)c2ccccc21	115	70	78	76	33	93	37	71
Cc1ccc(-c2csc(C3=C(O)CN(NC(=O)c4ccoc4C)C3=N)n2)cc1	94	102	100	130	109	120	93	104
CCCCC(CC)OC(=O)C(Br)CC (stereo unspecified)	100	106	94	100	102	104	103	101
